SENP7 block = SENP7 protease inhibitors, primary screen, biochemical, luminescence, uHTS; Sentrin-specific protease 7 (Homo sapiens), Q9BQF6; recombinant SENP7, Z-RLRGG-aminoluciferin luminescence, 40 min; inhibition, % at 5 µM; 330,000 compounds, 1.5% hits; AID 434973, 2010;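 active = inhibition above about 50% at the single test dose, limit read from the data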;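 note: plate controls were DMSO with enzyme for no effect and no enzyme buffer wells for full effect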
Target sequence (Q9BQF6 706-1050 limits assumed): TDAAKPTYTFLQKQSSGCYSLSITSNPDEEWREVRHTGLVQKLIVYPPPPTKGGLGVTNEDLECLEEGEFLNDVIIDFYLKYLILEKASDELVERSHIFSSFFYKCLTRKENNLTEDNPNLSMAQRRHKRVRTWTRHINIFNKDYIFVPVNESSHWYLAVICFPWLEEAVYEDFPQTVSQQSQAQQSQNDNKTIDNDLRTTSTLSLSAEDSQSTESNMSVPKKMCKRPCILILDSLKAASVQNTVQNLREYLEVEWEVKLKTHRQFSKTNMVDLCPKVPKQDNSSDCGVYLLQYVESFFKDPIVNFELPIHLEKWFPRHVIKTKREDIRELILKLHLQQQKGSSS
Apaf1 inhib = inhibitors of human Apaf-1 apoptosome, primary screen, biochemical, DEVD-Rh110 fluorescence, uHTS; Apoptotic protease-activating factor 1 (Homo sapiens), O14727; reconstituted apoptosome caspase-3 activity; inhibition, % at 20 µM; 330,000 compounds, 0.71% hits; AID 489030, 2010; active = inhibition of at least 40% at 20 µM;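 note: plate controls were DMSO wells for no effect and DEVD-CHO caspase inhibitor wells for full effect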
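System: reconstituted apoptosome with Apaf-1, cytochrome c, caspase-9, procaspase-3, dATP; Signal: Rh110 fluorescence intensity; Schedule: 30 min compound preincubation, 50 min activation, room temperature; Reagent: cytochrome c trigger plus (Z-DEVD)2-Rh110 caspase-3 substrate.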
SENP6 inh = SENP6 protease inhibitors, primary screen, biochemical, luminescence, uHTS. inhibition, % at 10 µM. Recombinant SENP6 catalytic domain, aminoluciferin luminescence. 330,000 compounds, 1.8% hits. Sentrin-specific protease 6 (Homo sapiens), Q9GZR1;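 active = inhibition above about 50% at the single tested dose, limit read from the data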;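 note: plate controls were DMSO wells with enzyme for no effect and DMSO wells lacking enzyme for full effect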
Target sequence (Q9GZR1 628-1112 limits assumed): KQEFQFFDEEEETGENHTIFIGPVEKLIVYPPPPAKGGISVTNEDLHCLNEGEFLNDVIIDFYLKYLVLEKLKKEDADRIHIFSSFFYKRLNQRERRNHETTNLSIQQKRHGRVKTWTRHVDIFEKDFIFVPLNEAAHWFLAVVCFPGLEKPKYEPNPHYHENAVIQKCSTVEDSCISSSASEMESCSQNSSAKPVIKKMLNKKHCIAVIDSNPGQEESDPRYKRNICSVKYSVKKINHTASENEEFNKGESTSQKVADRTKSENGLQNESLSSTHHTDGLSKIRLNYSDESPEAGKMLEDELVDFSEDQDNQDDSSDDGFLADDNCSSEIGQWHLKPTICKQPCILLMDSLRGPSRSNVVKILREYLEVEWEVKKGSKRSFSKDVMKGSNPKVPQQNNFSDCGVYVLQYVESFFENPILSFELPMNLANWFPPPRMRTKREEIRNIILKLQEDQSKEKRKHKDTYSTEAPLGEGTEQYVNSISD
PfGluPho inh = PfG6PD enzyme inhibitors, primary screen, biochemical, fluorescence intensity, uHTS; PfGluPho enzyme, NADPH resazurin-diaphorase fluorescence; inhibition, % at 20 µM; 350,000 compounds, 0.78% hits; AID 504690, 2011;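 active = inhibition reaching at least a set limit at 20 µM in the primary screen, cut at about 59% in these data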;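 note: 0% = DMSO wells with substrate and 100% = DMSO wells lacking glucose-6-phosphate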
SENP1 inh = human SENP1 catalytic domain inhibitors, primary screen, biochemical, FRET, uHTS; recombinant SENP1 catalytic domain, CyPet-SUMO1-YPet FRET cleavage; 360,000 compounds, 0.21% hits; AID 624204, 2012; Sentrin-specific protease 1 (Homo sapiens), Q9P0U3; inhibition, % at 10 µM;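 active = inhibition at least 30% at 10 µM, raw YFP signal under a set limit, fluorescence ratio 0.5 to 1.5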;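 note: 0% = enzyme with DMSO and 100% = no enzyme wells; some results filed as inactive read as strong as hits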
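system = hSENP1 catalytic domain, recombinant | reagent = SFCypet-SUMO1-SFYpet substrate at 25 nM | doses = one dose per compound, 10 µM, 0.5% DMSO | incubation = enzyme reaction for 50 min at room temperature, dark | measured by = FRET, CFP and YFP emission | controls = no-enzyme low, enzyme-DMSO high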
HKDC1 inhibitor = HKDC1 hexokinase inhibitors, primary screen, biochemical, fluorescence, uHTS; recombinant HKDC1, G6PDH/diaphorase resazurin coupled fluorescence; inhibition, % at 20 µM; 340,000 compounds, 0.16% hits; AID 493160, 2011;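 active = inhibition above about 35% when tested at 20 µM, limit read from the data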;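 note: plate controls were DMSO wells with enzyme for no effect and DMSO wells lacking enzyme for full effect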
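Test system: recombinant HKDC1 (HK5) hexokinase enzyme, produced in-house; Amount: enzyme 5 µg/mL final; Buffer or medium: Tris pH 8.0 buffer with MgCl2, Tween-20, BSA, BME; Reagent: glucose and ATP substrates; Doses: 20 µM test compound, 1% DMSO; Incubation: 90 min reaction incubation at room temperature, dark; Detection: resorufin fluorescence at 613 nm.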
NLRP3 yeast inh = NALP3 inflammasome inhibitors in reconstituted yeast, primary screen, luminescence, uHTS; Yeast reconstituted NLRP3/ASC/caspase-1, beta-gal luminescence, 24 h; 330,000 compounds, 0.39% hits; inhibition, % at 10 µM;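 active = inhibition of 50% or more; inactive = inhibition below 50%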;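 note: plate controls were induced DMSO wells for no effect and uninduced yeast grown without galactose for full effect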
SENP8 block-1 = SENP8 protease inhibitors, primary screen, biochemical, luminescence. purified SENP8, Z-RLRGG-aminoluciferin cleavage. Sentrin-specific protease 8 (Homo sapiens), Q96LD8. AID 2540, 2010. 330,000 compounds, 1.2% hits. inhibition, % at 10 µM; in the data active = inhibition above about 50%
Target sequence (Q96LD8 whole entry, looked up): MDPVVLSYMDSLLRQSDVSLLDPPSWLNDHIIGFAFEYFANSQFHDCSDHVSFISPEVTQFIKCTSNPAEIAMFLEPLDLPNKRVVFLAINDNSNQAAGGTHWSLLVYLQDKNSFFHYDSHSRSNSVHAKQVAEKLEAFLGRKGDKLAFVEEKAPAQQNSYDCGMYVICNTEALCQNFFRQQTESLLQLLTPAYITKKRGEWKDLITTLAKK
SENP8 block-2 = human SENP8 protease inhibitors, primary screen, biochemical, fluorescence, Nedd8 protein substrate, uHTS | AID 602440, 2012 | inhibition, % at 20 µM | Sentrin-specific protease 8 (Homo sapiens), Q96LD8 | 360,000 compounds, 0.64% hits | recombinant SENP8; in the data active = inhibition mostly above about 40%, no sharp cut-off; inactive = mostly below about 27%
Starred values were filed as active, the others as inactive; . = not tested or not shown.

SMILES	SENP7 block	Apaf1 inhib	SENP6 inh	PfGluPho inh	SENP1 inh	HKDC1 inhibitor	NLRP3 yeast inh	SENP8 block-1	SENP8 block-2
CC1CCCC(C)N1C(=O)c1cc(-c2ccc3c(c2)OCO3)on1 (stereo not drawn)	-10	24	-2	-14	-1	4	28	-14	-19
COc1ccccc1CNC(=O)CSc1cc(=O)n(C)c2ccccc12	7	5	-6	-2	1	-8	3	-1	-7
O=C(CNS(=O)(=O)c1ccc(Br)s1)NC1CCCc2ccccc21 (stereo not drawn)	-6	6	-8	3	0	-6	8	-7	8
CCN(CC(=O)Nc1cc(Cl)ccc1C)C(=O)CN1C(=O)NC(CC)(c2ccccc2)C1=O (stereo not drawn)	1	-1	-8	0	2	-4	20	6	10
CCCn1c(N)c(N(CCOC)C(=O)c2ccc(N(C)S(=O)(=O)c3ccc(C)cc3)cc2)c(=O)[nH]c1=O	-17	6	-14	4	-4	-6	1	-5	-7
O=C(COC(=O)/C=C/c1cccc(C(F)(F)F)c1)NCc1ccc(F)cc1	2	7	-2	-12	1	13	0	0	8
Cc1ccc(C)c(Nc2nc(-c3cccnc3)cs2)c1	3	16	4	13	3	7	22	-3	22
COc1cccc(-c2nc(NCc3cccnc3)c3ccccc3n2)c1O	-8	16	7	8	2	4	0	-5	4
CCc1ccc(-n2nnnc2SCC(=O)NNC(=O)c2ccco2)cc1	10	2	-15	-7	-1	-10	9	-2	7
COc1ccc2c(c1)S(=O)(=O)c1ccccc1N2	-4	-1	-32	17	-1	0	0	-5	-45
Cn1c(/C=C/c2ccc(Cl)cc2Cl)c([N+](=O)[O-])c(=O)n(C)c1=O	2	16	-4	2	20	13	30	-4	17
O=C(COc1ccc(F)cc1)Nc1nc(-c2ccccn2)cs1	0	3	6	24	-7	1	44	6	-14
Cc1ccc2[nH]c(=O)c(CN(C)S(=O)(=O)c3cccc4nonc34)cc2c1	3	1	12	1	0	-1	6	3	8
CCOC(=O)c1[nH]c2c(c1C)C(=O)CC(c1ccc(OCC)c(OC)c1)C2 (stereo not drawn)	3	-9	-8	-8	1	-2	23	11	11
CCOc1ncnc2c1[nH]c1ccccc12	-1	0	-5	-14	-8	-1	61*	-6	-245
CC(C)(C)OC(=O)N1CCC(NC(=O)c2nc[nH]c2C(=O)NC2CCN(C(=O)OC(C)(C)C)CC2)CC1	1	19	-12	10	-1	3	9	9	10
Cc1cccc(OCC(=O)NCC(=O)N=Nc2c(O)[nH]c3ccc([N+](=O)[O-])cc23)c1	6	6	-16	-4	-4	-2	8	1	21
CC(C(=O)O)N1C(=O)/C(=C/c2cccn2C)SC1=S (stereo not drawn)	.	.	.	-2	-36	-9	.	.	28
COc1cccc(CNC(=O)c2cccnc2Sc2ccccc2)c1	-6	0	10	5	1	3	5	4	6
CC(=O)c1cccc(NC(=O)CN(C2CCCCC2)S(C)(=O)=O)c1	8	-2	5	1	3	-6	9	-4	-2
CCn1c2c(c(C)cc1=O)C(=O)CC(C)(C)C2	1	-12	-2	-7	1	-11	0	-7	29
CC12CCC(=O)N1C(C(=O)NNC(=O)c1ccccc1F)CS2 (stereo not drawn)	-9	-9	3	-1	1	3	-4	0	1
O=C(NC(=S)Nc1ccccc1Br)c1ccco1	8	15	-2	-6	0	-4	-6	-2	8
O=C(COC(=O)/C=C/c1ccc(Cl)cc1)NCCC1=CCCCC1	5	-2	-6	1	1	-6	13	1	10
O=C(Nc1cc(S(=O)(=O)N2CCOCC2)ccc1N1CCOCC1)c1cccs1	-2	-2	-19	-3	-3	-6	18	7	4
CN(CC(=O)Nc1ccc(Cl)c(C(F)(F)F)c1)C(=O)CCC(=O)c1ccccc1	-5	23	-12	16	-2	0	7	-8	-3
CC1OC(Nc2cccc3ccccc23)C(O)C(O)C1O (stereo not drawn)	5	96*	95*	20	-13	17	5	89*	-277
Cc1ccc(C(=O)O/N=C2\CCS(=O)(=O)c3sccc32)cc1	-5	5	-6	-25	6	-10	14	-18	26
COc1cccc(/C=C2\SC(=O)N(CCC(=O)NCCCn3ccnc3)C2=O)c1	3	2	0	7	-2	-3	6	1	-54
COc1ccc(S(=O)(=O)NCc2ccc(C(=O)NCCCN3CCCC(C)C3)cc2)cc1 (stereo not drawn)	3	-1	1	2	-2	3	7	5	12
C=CC[N+](C)(C)C/C(Cl)=C(\Cl)c1ccccc1	3	-8	1	5	1	-7	2	6	9
CC[C@@]1(C(=O)OC)N[C@H](CN(C)C(=O)Nc2ccc(OC)cc2)[C@@H]2C(=O)N(C)C(=O)[C@@H]21	9	-13	0	0	0	-4	6	7	6
Cc1ccccc1Nc1c([N+](=O)[O-])ccc2c1=NC1(CCCCC1)N=2	1	7	11	16	11	-10	31	-3	37
COc1cc(OC)cc(C(=O)NNC(=O)CCC(=O)c2cccs2)c1	-5	0	-11	-6	-12	2	6	-2	2
COc1ccc(-c2nnn(CC(=O)NC(=O)NC3CCCCC3)n2)cc1OC	9	13	-4	-16	1	0	12	-2	14
N=c1c2c3c(sc2ncn1Cc1ccco1)CCCCC3	-2	8	2	2	1	-5	21	-12	16
C=CCNC(=O)C1CC(c2cccc(OC)c2)=NO1 (stereo not drawn)	-2	-10	-24	-5	1	-12	16	-4	7
Cn1c(SCC(=O)Nc2cccc(S(=O)(=O)NC3=NCCCCC3)c2)nnc1-c1ccncc1	1	-6	-5	-10	-5	-9	12	3	-47
CCCCN(C(=O)C1CC(=O)N(CCc2ccc(OC)c(OC)c2)C1)c1c(N)n(CC(C)C)c(=O)[nH]c1=O (stereo not drawn)	.	.	.	13	2	-3	.	.	8
O=C(N[C@@H](Cc1ccccc1)C(=O)O)c1cccs1	5	7	0	-10	4	1	18	1	7
S=C(NCC1CCCO1)N1CCN(c2ccc(Cl)c(Cl)c2)CC1 (stereo not drawn)	1	4	10	-4	2	-2	23	4	12
COc1cnc(SCc2ccc(Cl)c(Cl)c2)nc1Cl	4	0	7	-3	0	-7	-10	4	9
COc1ccc2sc(-c3ccc(N(C)C)cc3)c(C#CC(C)(C)O)c2c1	11	4	4	18	-29	-1	-3	6	-478
CN1C(=O)CS(=O)c2ccc(C(=O)NC3CC3)cc21 (stereo not drawn)	-3	-6	5	31	0	-4	25	1	3
CC[C@]12c3[nH]c4cc(CCC(=O)N(C)C)ccc4c3CCN1C(=O)[C@@H](CC(=O)NCCCN(C)C)C[C@@H]2C(=O)N1CCN(C(=O)C2CC2)CC1	11	23	.	1	0	-7	.	.	2

Entries listed above shown as hits in SENP6 inh.
compound | SENP7 block | SENP6 inh | PfGluPho inh | SENP1 inh | HKDC1 inhibitor | NLRP3 yeast inh
CC1OC(Nc2cccc3ccccc23)C(O)C(O)C1O (stereo not drawn) | 5 | 95* | 20 | -13 | 17 | 5

Following part
SMILES	SENP7 block	Apaf1 inhib	SENP6 inh	PfGluPho inh	SENP1 inh	HKDC1 inhibitor	NLRP3 yeast inh	SENP8 block-1	SENP8 block-2
CCC(C)SCC(=O)Nc1ccc(S(=O)(=O)N2CCOCC2)cc1OC (stereo not drawn)	-8	8	-14	-15	1	-13	3	-10	16
O=S(=O)(O)c1nc2ccccc2n1Cc1cccc2ccccc12	7	-8	12	.	.	.	-8	3	.
COc1cc(/C=N/Nc2nncc3ccccc23)cc(OC)c1OC	78*	10	70*	-1	0	-1	9	59*	21
CCc1noc(C)c1C(=O)NCCc1ccccc1	-4	-3	-4	4	2	-5	14	9	4
O=C(c1cccnc1)N1CCN(C/C=C/c2ccccc2)CC1	-3	-3	-16	6	0	9	4	-5	2
COc1cccc(C(=O)Cn2c(NCCO)nc3ccccc32)c1	-2	-11	-17	-16	2	-12	-5	-2	23
COc1ccccc1N1CCN(C2CCN(C(=O)COc3ccccc3)CC2)CC1	12	-1	6	-1	4	-5	7	5	5
Cc1ccc(NC(=O)CN(C)C(=O)Cn2cc(C(F)(F)F)cc(Cl)c2=O)cc1	-8	1	-4	-6	2	-12	0	-14	8
CC(=O)Oc1ccccc1N(C(C)=O)S(=O)(=O)c1ccc(C)cc1	1	-7	-9	5	16	-6	4	0	6
COC(=O)[C@]1(C)N[C@H](CN(C)C(=O)c2ccc(C)cc2)[C@@H]2C(=O)N(C)C(=O)[C@@H]21	-5	7	-33	-5	0	-2	20	-10	0
CCN1C(=O)c2ccccc2S(=O)c2ccc(C(=O)NC3CC3)cc21 (stereo not drawn)	0	-4	-4	1	2	-5	11	-1	11
C#CCN(C)CCCOc1ccc(Cl)cc1Cl	3	7	4	16	3	4	46	6	6
CCN1CCCC1CNC(=O)C(=O)Nc1ccccc1 (stereo not drawn)	2	-19	-5	14	2	-4	-2	3	11
CN(c1ccccc1)c1ccc(/C=C(/CCC(=O)O)c2nc3ccccc3s2)cc1[N+](=O)[O-]	.	.	.	0	7	16	.	.	24
CCCCCOC(=O)CSc1nnc(-c2cc(OC)c(OC)c(OC)c2)o1	9	-14	11	-1	2	3	6	5	5
CC1CCN(c2ccc3c(c2)S(=O)(=O)c2ccccc2C3=O)CC1	-4	13	-4	2	-28	10	7	-20	-114
O=C(NCc1ccco1)C(=O)NCC1OCCN1S(=O)(=O)c1ccc(Cl)cc1 (stereo not drawn)	1	-3	-8	8	1	-2	17	5	8
Cc1ccc(-c2[nH]nc(N)c2N=Nc2cccc(Cl)c2C)cc1	.	.	.	24	0	-1	.	.	28
CCN(C(=O)COC(=O)c1ccccc1O)c1cccc2ccccc12	-2	9	-11	6	4	-10	8	13	4
COc1ccc(NS(=O)(=O)c2ccc(O)c(NS(=O)(=O)c3ccc(NC(C)=O)cc3)c2)cc1	7	0	-2	-37	0	-4	11	2	5
CCOC(=O)C1CCN(C(=O)CN(c2cc(OC)ccc2OC)S(=O)(=O)c2ccccc2)CC1	-6	13	-33	-5	-1	-7	28	-4	34
O=c1ccc2cc3c([nH]c4ccc(Br)cc43)oc-2c1O	17	85*	32	.	12	.	26	0	101*
CN(C)c1ccc(C=C2C(=O)OC3(CCCC3)OC2=O)cc1	4	5	-12	-2	2	-1	7	-4	6
CC1=CC(c2ccc(Cl)cc2)n2nc(NC(=O)c3ccccc3)nc2N1 (stereo not drawn)	0	5	-4	8	-43	-4	0	2	-267
COc1ccc(CCNCC(=O)Nc2ccc(OC(F)(F)F)cc2)cc1OC	6	-4	2	6	-2	-5	14	-4	13
O=C1Nc2ccccc2C1(O)c1ccccc1 (stereo not drawn)	-3	-3	-13	0	2	10	2	-9	27
